Assay outcomes from PubChem BioAssay.
GRP78 ERSR act – inducers of ER stress response in human glioma cells. U87-MG GRP78 promoter luciferase reporter, 16 h. Potency, µM, for inactives: top-dose activation, usual class: activators. actives 0.02% (n = 420,000); further: potency means the concentration at half of the fitted maximal effect; series mostly up to about 76 µM; % of control where 0% means no effect; nearly all actives have a fitted effect of over 35% in size
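Stably transfected U87-MG glioma cells carrying a GRP78-based luciferase sensor; 16 h compound incubation. Luminescence end-point read 10 min after Bright-Glo addition at room temperature.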
APEX1 inh – blocks human APE1 abasic DNA cleavage; Potency, µM (highest dose often 65.8 µM), inactives show at the top dose activity change, negative = inhibition, actives largely listed as inhibitors; recombinant APE1, TAMRA/BHQ-2 abasic DNA cleavage fluorescence; P27695; actives 0.35% (n = 350,000);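 further: potency means the concentration at half of the fitted maximal effect; plate controls were vehicle for no effect and reference inhibitor for full effect; nearly all actives have a fitted effect of over 55% in size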
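0.75 nM APE1 + cpd, 15 min RT; start w/ 50 nM TAMRA/BHQ-2 THF-abasic dsDNA; kinetic fluor 525/598 nm ×3 reads @60 s; Δ(read3−read1); normalized to DMSO and NSC13755 control wells.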
Pol eta inh – DNA polymerase eta (human) inhibition; recombinant Pol eta, fluorescent DNA replication assay; actives 1.2% (n = 390,000); AID 588591; Q9Y253; Potency, µM (series often up to 114 µM), for inactives: at the top dose activity change, negative = inhibition, usual class: inhibitors; further: potency means the concentration at half of the fitted maximal effect; on the % scale 0 is the no-effect control and ±100 the full control effect
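Pol eta (10 nM) was preincubated with compounds for 15 min at room temperature, after which fluorescent replication substrate (50 nM final) was added to start the reaction. Fluorescence was read kinetically at 0 and 10 min.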
Anesthetic bind – binds horse apoferritin like a general anesthetic; apoferritin/1-aminoanthracene competitive binding, fluorescence; P02791; actives 0.074% (n = 350,000); Potency, µM (top dose mostly 77.5 µM), inactives show at the top dose activity change, negative = displacement, usual class: inhibitors; further: potency means the concentration at half of the fitted maximal effect; on the % scale 0 is the no-effect control and ±100 the full control effect; nearly all actives have a fitted effect of over 20% in size
Target sequence (P02791 2-175 limits assumed): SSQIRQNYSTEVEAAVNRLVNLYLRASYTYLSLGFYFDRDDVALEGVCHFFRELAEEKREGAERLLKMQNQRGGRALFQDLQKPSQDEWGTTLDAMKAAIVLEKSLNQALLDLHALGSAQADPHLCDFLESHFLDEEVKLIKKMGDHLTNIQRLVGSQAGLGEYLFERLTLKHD
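Probe: 1-aminoanthracene (50% saturated, PBS). Protein: horse-spleen apoferritin, 10 uM. Incubation: 10 min, room temperature. Detection: 380 nm excitation, 535 nm emission. Analysis: normalized response, four-parameter Hill.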
Pol kappa inh – DNA polymerase kappa (human) inhibition; actives 0.53% (n = 400,000); Potency, µM (series often up to 107 µM), for the others: at the top dose activity, negative = inhibition, usual class: inhibitors; Q9UBT6; purified Pol kappa, fluorescent DNA synthesis assay, 10 min; AID 588579; further: potency means the concentration at half of the fitted maximal effect; on the % scale 0 is the no-effect control and ±100 the full control effect
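Here, compound and 10 nM enzyme are combined for 15 min at room temperature; adding 50 nM substrate (final) starts DNA synthesis, tracked by fluorescence at 0 and 10 min against buffer-only wells.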
POLI inh – inhibitors of human DNA polymerase iota | Q9UNA4 | Pol iota fluorescent replication assay, 10 min | Potency, µM (series often up to 115 µM), without a hit: at the top dose activity, negative = inhibition, usual class: inhibitors | actives 1% (n = 390,000) | AID 588590; further: potency means the concentration at half of the fitted maximal effect
Target sequence (Q9UNA4 whole entry, looked up): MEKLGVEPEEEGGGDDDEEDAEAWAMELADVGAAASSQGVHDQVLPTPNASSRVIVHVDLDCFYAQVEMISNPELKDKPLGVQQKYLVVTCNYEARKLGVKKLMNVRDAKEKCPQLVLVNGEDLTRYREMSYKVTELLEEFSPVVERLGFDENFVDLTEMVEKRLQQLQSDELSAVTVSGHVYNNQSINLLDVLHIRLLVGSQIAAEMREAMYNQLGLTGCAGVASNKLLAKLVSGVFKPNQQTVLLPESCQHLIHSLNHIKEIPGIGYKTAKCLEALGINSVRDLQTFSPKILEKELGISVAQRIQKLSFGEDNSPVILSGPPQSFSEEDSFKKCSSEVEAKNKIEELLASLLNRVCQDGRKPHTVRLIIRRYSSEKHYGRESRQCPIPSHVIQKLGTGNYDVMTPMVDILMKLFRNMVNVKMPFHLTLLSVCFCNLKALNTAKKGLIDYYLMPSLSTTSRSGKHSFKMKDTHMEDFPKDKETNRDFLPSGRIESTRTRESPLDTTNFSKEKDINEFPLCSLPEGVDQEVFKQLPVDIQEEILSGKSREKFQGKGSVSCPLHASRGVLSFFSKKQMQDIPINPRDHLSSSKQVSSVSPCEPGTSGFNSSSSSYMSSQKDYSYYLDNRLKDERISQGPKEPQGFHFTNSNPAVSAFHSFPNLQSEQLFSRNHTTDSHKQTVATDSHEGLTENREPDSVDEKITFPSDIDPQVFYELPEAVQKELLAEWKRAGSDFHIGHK
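Fluorescent replication assay read twice, at 0 min and 10 min after adding 50 nM (final) substrate. Enzyme (10 nM) and compounds were first incubated 15 min at room temperature; enzyme-free buffer wells were negative controls.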
BLM inh – blocks DNA unwinding by human BLM helicase; actives 0.2% (n = 350,000); recombinant BLM DNA unwinding, fluorescence dequenching; P54132; Potency, µM (highest dose often 56.1 µM), for inactives: top-dose activity change, negative = inhibition, actives largely listed as inhibitors;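 further: potency means the concentration at half of the fitted maximal effect; plate controls were vehicle for no effect and no enzyme for full effect; nearly all actives have a fitted effect of over 35% in size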
LDHA inh – LDHA (human) enzyme inhibition; P00338; purified LDHA, NADH/diaphorase-resazurin fluorescence; hits give low values; activity change, % (values are at about 110 or 230 µM); actives 0.15% (n = 480,000); AID 1347041; in the data active means activity change below about -30%; inconclusive means mostly about -25% to -30%;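 further: plate controls were DMSO wells for no effect and wells without enzyme for full effect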
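Remaining NADH was detected by diaphorase (0.133 mg/mL) converting 37 µM resazurin to fluorescent resorufin, read at 0 and 20 minutes. The preceding 5-minute room-temperature reaction used 2 nM LDHA, 0.2 mM sodium pyruvate and 0.06 mM NADH at pH 7.4.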
Pol beta inh – blocks human DNA polymerase beta activity. P06746. Pol beta primer extension/strand displacement, fluorescence kinetic. Potency, µM (series often up to 114 µM), for the others: at the top dose activity change, negative = inhibition, actives largely listed as inhibitors. actives 1.3% (n = 340,000); further: potency means the concentration at half of the fitted maximal effect; on the % scale 0 is the no-effect control and ±100 the full control effect
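Pol beta (10 nM) and compounds were preincubated 15 min at room temperature, then 50 nM substrate (final) started primer extension/strand displacement. Reads were taken at 0 and 10 min; concentration-response data were fitted to a four-parameter Hill equation.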
* = called active by the depositor; ? = inconclusive; / = not tested or not shown; & = joins results of further samples; [ ] = another dose, or the depositor's remark. Unless noted, the call rests on the fitted dose curve; in most records, active means well fitted curve in the direction sought with a large enough effect; inconclusive means small, poorly fitted or top-dose-only effect, or another doubt; inactive means no such curve, though single readings can be large; an effect the other way counts as inactive or inconclusive.

SMILES	GRP78 ERSR act	APEX1 inh	Pol eta inh	Anesthetic bind	Pol kappa inh	POLI inh	BLM inh	LDHA inh	Pol beta inh
COc1ccc(Cn2c(SCC(=O)N3CCN(c4ccc(F)cc4)CC3)nc3ccccc32)cc1	-2%	/	-12%	571%[activator]	7%	28%	-3%	-8	1%
COCCCNC(=O)C1CCN(c2cc(C)nc3c(-c4ccc(OC)c(OC)c4)c(C)nn23)CC1	-2%	/	-18%	-2%	-14%	19%	-2%	3	?
CCN(CC(=O)Nc1ccccc1OC)CC(=O)Nc1ccccc1C(F)(F)F	-4%	11%	1%	-8%	-13%	164%[activator]	0%	-1	15%
Cc1cc2[nH]c(=O)c(=O)[nH]c2cc1S(=O)(=O)NC1CCCCC1C (stereo unspecified)	2%	7%	0%	8%	-15%	12%	2%	-5	28%
COc1ccc(-c2noc(-c3ccoc3C)n2)cc1	1%	-3%	-9%	7%	-8%	-1%	0%	-6	1%
Cc1ccc(N(CC(=O)NCCc2ccc(Cl)cc2)S(=O)(=O)N(C)C)cc1	1%	/	-21%	15%	-5%	44%[activator]	-6%	4	6%
COC(=O)[C@@H](Cc1ccccc1)NC(=O)[C@H]1CCC(=O)N1C(=O)OCc1ccccc1	13%	3%	-18%	-8%	-1%	10%	-1%	-3	28%
O=C(CCNc1cc(Cl)cc(Cl)c1)c1ccco1	-1%	7%	-5%	?	-9%	7%	-13%	2	2%
COc1ccc(N2C(=O)C3CCCN3C2=O)cc1 (stereo unspecified)	-1%	6%	-8%	-8%	-5%	11%	-3%	-7	12%
N#C/C(=C\c1cc(Cl)cc(Cl)c1)c1cccnc1	0%&0%	2%&16%	/	-8%&-6%	3%&5%[19.4 µM]	/	/	/	/
S=C(Nc1ccc(Nc2ccccc2)cc1)NN1CCOCC1	-2%	-2%	-16%	-9%	-18%	118%[activator]	-6%	-3	5%
FC(F)(F)c1cc(-c2ccco2)nc(N2CCN(c3ccccc3)CC2)n1	-7%	1%	-25%	-5%	-7%	22%	0%	0	14%
CC(=O)c1c(C(=O)O)[nH]c(C(=O)O)c1C	-4%	5%	-18%	3%	-5%	55%[activator]	1%	-3	2%
COc1ccccc1-n1cnc2cc(C(=O)NCCCN3CCOCC3)ccc21	-1%	15%	-5%	5%	-5%	-2%	1%	-6	-9%
CCCN1CNC(=S)N(Cc2ccccc2)C1	-2%	7%	0%	-11%	11%	16%	2%	-4	18%
CCn1cc(C(=O)C(F)(F)F)c2ccccc21	-1%	-3%	2%	-10%	-23%	53%	-1%	-9	24%
CCCCn1c(N)c(N(CCOC)C(=O)c2cccc(S(=O)(=O)N3CCCCCC3)c2)c(=O)[nH]c1=O	-6%	-7%	-16%	/	-2%	-14%	/	-3	/
Cc1ccc2c(CC(=O)O)coc2c1	1%	-5%	-2%	7%	-17%	-1%	-5%	0	-26%
O=C(Nc1ccn(CCCNCCCN2CCCC2=O)c(=O)n1)OCc1ccccc1	-5%	/	-11%	/	15%	34%[activator]	/	1	/
CCC1(C)N(O)C(C)(C)C(c2ccc(OC)cc2)=[N+]1[O-] (stereo unspecified)	-2%	0%	-9%	-13%	-7%	-11%	-1%	-9	12%
CCCCSCCCNC(=O)c1cn(C)c2ccc(S(=O)(=O)N3CCCC3)cc2c1=O	-3%&-3%	23%	-14%&-10%	-10%&-2%	6%&-15%	15%&5%	0%&-5%	-4&-1	33%&-13%
COCCCNC(=O)CNC(=S)N(Cc1ccccc1)Cc1cccnc1	-2%	-1%	-15%	-10%	-3%	16%	1%	-1	-17%
COc1ccc(S(=O)(=O)N(C)C)cc1NCC(=O)Nc1ccc(Br)cc1F	-5%	7%	-19%	-10%	-9%	15%	-7%	3	5%
CCOc1ccc(NC(=O)c2cccnc2Cl)c([N+](=O)[O-])c1	-1%	2%	-7%	-7%	-15%	20%	-12%	0	21%
O=C(NCc1ccccc1CN1CCCC1)c1ccc(OCc2cscn2)cc1	-4%	24%	-18%	/	-1%	44%[activator]	/	-7	/
Cc1ccc(C(c2nnnn2CC2CCCO2)N2CCN(C)CC2)cc1 (stereo unspecified)	0%	5%	-15%	-4%	-4%	21%	-2%	-1	19%
CCOC(=O)c1c(NC(=O)c2cccc([N+](=O)[O-])c2C(=O)O)sc2c1CCCC2	-4%	16%	3%	-4%	-19%	-4%	-2%	-5	24%
O=C(COC(=O)c1c[nH]c2ccccc12)Nc1ccc([N+](=O)[O-])cc1	-3%	8%	-16%	/	-3%	-11%	/	-1	/
Cc1ccc(-c2nnc(SCC(=O)N3CCCc4ccccc43)n2N)cc1	-1%	6%	-12%	-16%	-5%	14%	-2%	1	?
O=C(COC(=O)c1ccc(F)cc1)NCCc1ccc(F)cc1	-4%	-10%	-15%	-14%	-8%	181%[activator]	-1%	-6	-5%
COc1ccc(Cl)cc1N(C(=O)c1ccco1)C(C(=O)NC1CCCC1)c1ccncc1 (stereo unspecified)	-5%	-17%	-6%	-8%	-7%	27%	-4%	3	0%
Cc1ccc(S(=O)(=O)N(C)C)cc1NC(=O)CN1C(=O)NC(Cc2c[nH]c3ccccc23)C1=O (stereo unspecified)	-1%	4%	-14%	7%	4%	33%[activator]	-7%	1	-10%
Cc1nc(N)sc1-c1csc(Nc2cccc(O)c2)n1	5%	2%	-1%	3%	-7%	94%[activator]	-8%	10	0%
Cc1cccc(C(=O)C2CCN(S(=O)(=O)c3ccc(C(=O)O)cc3)CC2)c1	-1%	43%	-20%	1%	0%	36%[activator]	-4%	-3	-7%
CC1CCCC(C)N1C(=O)Nc1cccc(Cl)c1 (stereo unspecified)	0%	-2%	4%	?	-3%	23%	-3%	-4	2%
COc1ccc(NC(=O)C2C3C=CC4(O3)C2C(=O)N(CCN2CCCCC2)C4C(=O)NC2CCCCC2)cc1 (stereo unspecified)	3%	-10%	-4%	2%	0%	111%[activator]	0%	0	51%
CC1CC(C)CN(C(=O)C2CCCN(c3ncnc4c3nc3n4CCCCC3)C2)C1 (stereo unspecified)	-1%	36%	-20%	-3%	-4%	24%	-1%	-7	25%
CCOC(=O)CCCCCC(=O)Nc1ccc2c(c1)CC(=O)N([C@@H](C)CO)C[C@H](C)[C@@H](CN(C)C(=O)Nc1ccc3c(c1)OCO3)O2	-3%	46%	-3%	/	13%	16%	/	2	/
Cc1ccc2c(c1)N(Cc1ccc3c(c1)OCO3)C(=O)C(C)O2 (stereo unspecified)	-1%	3%	-13%	-22%	-6%	33%[activator]	-5%	0	-13%
CCc1ccccc1NC(=O)C1CCN(C(=O)c2ccc([N+](=O)[O-])cc2)CC1	-3%	-7%	3%	-10%	-16%	26%	-3%	-5	-1%
COc1cc(OC)cc(C(=O)OCC(=O)NCc2ccco2)c1	?	-17%	?	/	-38%	45µM*	/	-7	/
COC(=O)c1ccccc1NC(=O)COC(=O)/C=C/c1ccco1	-7%	?	-3%	-4%	3%	29%	-12%	-2	?
CC1CCN(C(=O)c2ccccc2NC(=O)Nc2ccccc2)CC1	-1%	78%[activator]	-13%	-10%	-7%	9%	2%	0	11%
Cc1[nH]c2ccccc2c1C(=O)CSc1ccc(F)cc1	2%	0%	-13%	-1%	7%	3%	1%	-5	-2%
CC(C)Cc1cc(CN2CCCC(CO)(Cc3cccc(Cl)c3)C2)[nH]n1 (stereo unspecified)	-6%	-3%	-16%	-18%	7%	17%	-3%	2	0%
CCOC(=O)c1sc(NC(=O)c2sccc2C)cc1C	7%	2%	-22%	-3%	-16%	-10%	-5%	-3	-21%
CC(NC(=O)c1ccc(N(C)C)c([N+](=O)[O-])c1)c1ccc(-n2ccnc2)cc1 (stereo unspecified)	-1%	-1%	-13%	-12%	-12%	13%	2%	-6	-29%
COc1ccc(C2C=C(c3ccc(Br)s3)Nc3ncnn32)cc1OC (stereo unspecified)	/	-5%	/	366%[activator]	/	/	-1%	/	-7%
COc1ccc(NS(=O)(=O)c2cccc(C(=O)NN=Cc3ccc(OC)c(O)c3)c2)cc1	-3%	15%	-1%	/	-19%	52%[activator]	/	-6	/
c1ccc2c(C3CCO3)cccc2c1 (stereo unspecified)	0%	46%[activator]	-9%	/	10%	58%[activator]	/	-1	/
CC(C)=CCN1CCN(Cc2cccn2-c2nccs2)CC1CCO (stereo unspecified)	-2%	16%	-12%	-4%	-12%	22%	0%	-6	?
COCC(C)NC(=S)NC(=O)c1cc(S(=O)(=O)N2CCOCC2)ccc1C (stereo unspecified)	-3%	0%	-6%	-4%	-12%	50%[activator]	-12%	-12	21%
O=C(NCCN1CCOCC1)c1c(Cl)cccc1Cl	-1%	56%	-14%	-2%	8%	29%	-6%	-1	14%
Cc1nn2c3ccccc3n(C)c2nc1=O	-4%	-6%	5%	-3%	-1%	5%	5%	-4	8%
Cn1c(SCC(=O)N2c3ccccc3Sc3ccc(Cl)cc32)nnc1-c1ccco1	-3%	20%	1%	-2%	-1%	7%	3%	-4	3%
Cc1nc2cccc(C(=O)NCc3ccccc3)c2o1	0%	0%	-11%	-14%	-13%	?	0%	11	2%

Not all compounds are listed (hit frequency here may not be typical).
